Source: PubChem BioAssay
L3MBTL1 inh = qHTS Assay for the Inhibitors of L3MBTL1. AlphaScreen L3MBTL1–H3K9me1 peptide binding. Potency, µM (titrated, usually from 57.1 µM), inactives show at the top dose activity, negative = inhibition, usual class: inhibitors. 230,000 compounds, 0.66% hits; active means well fitted inhibition curve with a large enough effect; inconclusive means small, poorly fitted or top-dose-only effect; inactive means no such curve, though single readings can be large or run the other way; further: nearly all actives have a fitted effect of over 60% in size
Target sequence (Q9Y468 whole entry, looked up): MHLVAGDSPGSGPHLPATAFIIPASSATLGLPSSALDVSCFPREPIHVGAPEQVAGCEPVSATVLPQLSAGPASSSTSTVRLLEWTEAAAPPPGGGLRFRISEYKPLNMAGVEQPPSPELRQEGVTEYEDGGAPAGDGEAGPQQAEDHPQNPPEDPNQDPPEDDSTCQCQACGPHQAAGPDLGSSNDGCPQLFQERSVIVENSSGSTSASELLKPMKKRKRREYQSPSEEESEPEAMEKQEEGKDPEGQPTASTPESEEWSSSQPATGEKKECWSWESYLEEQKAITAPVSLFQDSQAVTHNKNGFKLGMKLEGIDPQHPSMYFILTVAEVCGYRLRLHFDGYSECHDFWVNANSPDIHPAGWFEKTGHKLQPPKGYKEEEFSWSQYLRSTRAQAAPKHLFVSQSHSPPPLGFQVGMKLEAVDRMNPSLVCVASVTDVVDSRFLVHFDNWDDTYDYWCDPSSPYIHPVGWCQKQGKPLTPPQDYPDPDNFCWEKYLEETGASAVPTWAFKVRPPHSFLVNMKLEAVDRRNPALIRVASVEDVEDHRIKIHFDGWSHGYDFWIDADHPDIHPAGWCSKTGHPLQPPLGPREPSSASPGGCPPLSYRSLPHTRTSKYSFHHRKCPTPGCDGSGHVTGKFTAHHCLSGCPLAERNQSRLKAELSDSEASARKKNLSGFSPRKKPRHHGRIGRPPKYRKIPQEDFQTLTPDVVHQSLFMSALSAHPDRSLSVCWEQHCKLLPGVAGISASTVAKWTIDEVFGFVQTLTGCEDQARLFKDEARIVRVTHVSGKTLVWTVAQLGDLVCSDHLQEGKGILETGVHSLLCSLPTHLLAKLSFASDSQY
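L3MBTL1 (50 nM) pre-complexed 30 min with biotinylated H3(1-15)K9me1 peptide (75 nM), then compounds added for 30 min at room temperature; AlphaScreen streptavidin donor/nickel chelate acceptor beads (10 ug/mL final) read after 30 min dark incubation.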
An asterisk follows results filed as active; ? = inconclusive; [ ] = another dose, or the depositor's remark. On the % scale 0 is the no-effect control and ±100 the full control effect; potency means the concentration at half of the fitted maximal effect. Only part of the results is shown. The share of hits here may be higher or lower than overall.

L3MBTL1 inh | canonical_smiles
0.0% | COc1ccc(NS(=O)(=O)c2cc(C(=O)N3CCC3)ccc2C)cc1
9.7% | CCC1CCC2(CC1)NC(=O)N(CC(=O)N1CCc3ccccc31)C2=O (configuration not stated)
-3.3% | O=C1c2cccc3cccc(c23)C(=O)N1c1ccc(O)cc1
0.3% | CNC(=O)c1cc(S(=O)(=O)Nc2ccc3c(c2)OCCO3)ccc1C
-8.5% | O=C(CNC(=O)c1ccc(Cl)cc1Cl)OCc1nnc(-c2ccccc2)o1
27.2% | N#CCSc1ccccc1NC(=O)COC(=O)Cc1c[nH]c2ccccc12
9.0% | COc1cccc(COC(=O)C2CCN(S(=O)(=O)c3ccc(C)cc3C)CC2)c1OC
-4.7% | COc1ccccc1NC(=O)CN1CCOCC1
-0.6% | COc1ccc(CCC(=O)N2CCN(S(=O)(=O)c3ccc(OC(F)(F)F)cc3)CC2)cc1
3.3% | O=C(O)C1CCCN1C(=O)C1CCN(S(=O)(=O)c2cccc(C(F)(F)F)c2)CC1 (configuration not stated)
-0.3% | COc1ccc(C(=O)COC(=O)C2CCN(c3ccc(C(F)(F)F)cn3)CC2)c(OC)c1
1.8% | c1ccc(CN(Cc2ccccc2)Cc2nnc(-c3cc4ccccc4[nH]3)s2)cc1
-1.9% | O=C(c1cc(F)c(F)cc1Cl)N1CCN(S(=O)(=O)c2cccs2)CC1
0.7% | Cn1cnnc1SCC(=O)Nc1ccc(Cl)cc1
5.7% | CCC(C)N(C(=O)CSc1ncnc2c1cnn2-c1ccccc1)C1CCS(=O)(=O)C1 (configuration not stated)
-4.0% | CCN(CC(=O)Nc1ccc(OC)cc1)C(=O)COc1cccc2c1OC(C)(C)C2
4.4% | Cc1ccc(S(=O)(=O)CCC(=O)OCC(=O)N(C)C2CCS(=O)(=O)C2)cc1 (configuration not stated)
11.6% | CCOc1cc(C(=O)OCc2ccc(OC)cc2)ccc1OCC(=O)N1CCOCC1
-1.5%[2.29 µM] | c1ccc(Nc2nc(-c3ccccc3)nc3ccccc23)cc1
2.7% | Fc1ccccc1-c1nnc2n1N=C(c1ccc(OC(F)F)c(OCC3CC3)c1)CS2

Remaining list, next part
L3MBTL1 inh | canonical_smiles
-8.6% | Cc1ccc(N2CC(NC(=O)N3CCN(C(=O)c4ccco4)CC3)CC2=O)cc1 (configuration not stated)
10.1% | CN(CC(=O)Nc1ccc(F)c(F)c1F)C(=O)Cn1cnc2c1c(=O)n(C)c(=O)n2C
-4.6% | O=C1CN(C(=O)CSc2nc3c(cnn3-c3ccccc3)c(=O)[nH]2)c2ccccc2N1
0.7% | CC(=O)Nc1ccc(S(=O)(=O)N2CCN(CCc3ccccc3)CC2)cc1
-3.9% | CC(=O)N1CCN(CC(=O)NC(=O)Nc2ccc3c(c2)OCCO3)CC1
-3.0% | CC[C@]12c3[nH]c4cc(-c5ccco5)ccc4c3CCN1C(=O)[C@@H](CC(=O)NCCN1CCOCC1)C[C@@H]2C(=O)N1CCN(C(=O)C2CC2)CC1
2.5% | COc1cccc([C@@H]2CC=C(C(=O)O)[C@H](c3ccc(C)cc3)N2S(=O)(=O)c2ccc(C)cc2)c1
3.1% | Cc1ccc(S(=O)(=O)N2[C@@H](c3ccccc3)C(C(=O)O)=CC[C@H]2c2ccc(Cl)c(Cl)c2)cc1
-6.5% | CCc1ccc(NC(=O)CCc2ccc(C)o2)cc1
1.1% | CSCCC(NC(=O)c1ccccc1Cl)C(=O)NNC(=O)c1csc(N2CCOCC2)n1 (configuration not stated)
-9.5% | Cc1ccccc1NCc1ccc([N+](=O)[O-])s1
-2.2% | CC(C)Oc1ccc(CNC(=O)Oc2ccccc2)cc1
-3.2% | COc1ccc(C)cc1-n1nnnc1SCC(=O)NC1CC1
-5.1% | COc1ccc2[nH]c3c(c2c1)CCN1C(=O)C(CC(=O)NCc2ccco2)C[C@H](C(=O)N(C(C)C)C(C)C)[C@@]31C (some centres not stated)
2.6% | Cc1ccc(OCC(=O)N(Cc2ccco2)C2CCS(=O)(=O)C2)cc1C (configuration not stated)
-7.6% | O=C1CSc2ccc(C(=O)NCCc3ccc(Cl)cc3Cl)cc2N1
0.8% | O=C(CN1C(=O)NC(c2ccccc2)(c2ccccc2)C1=O)NCCNCCO
3.0% | N#Cc1ccc(CSc2ncccn2)cc1
2.7% | Cc1ccc(N(CC(=O)NC(C)C)C(=O)CCC(=O)Nc2ccccn2)cc1
-1.8% | O=C(NCC(c1ccco1)N1CCCC1)c1cc(S(=O)(=O)N2CCOCC2)ccc1Cl (configuration not stated)

Other compounds follow:
L3MBTL1 inh | canonical_smiles
6.3% | COc1ccc2oc(C(=O)N(CC(C)C)C3CCS(=O)(=O)C3)c(C)c2c1 (configuration not stated)
15.6% | CC(C)CCCN1C(Nc2ccccc2)=NC[C@@H]1CC(C)C
3.4% | C[C@H]1COC(=O)[C@H](CC(=O)OC(C)(C)C)C/C=C\C[C@@H](CC(=O)NCCO)C(=O)N1
-8.2% | COc1ccc(N2CCN(C(=O)[C@@H]3CCCN3C3=NS(=O)(=O)c4ccccc43)CC2)cc1
2.9% | Cc1ccc(C(=O)NCC(=O)OCCOc2cccc(Cl)c2)cc1
-7.1% | COc1ccc(OC)c(COC(=O)c2cccc(S(=O)(=O)N3CCCCC3)c2)c1
-2.0% | Cc1c(NS(=O)(=O)c2cc(C(=O)NCc3cccnc3)cc(Cl)c2Cl)c(=O)n(-c2ccccc2)n1C
-0.1% | CN(C(=O)COC(=O)c1cccc(S(=O)(=O)N2CCCCC2)c1)C1CCS(=O)(=O)C1 (configuration not stated)
-2.8% | COc1ccc(F)cc1S(=O)(=O)Nc1cc2c3c(c1)CC(=O)N3CCC2
5.6% | Cc1ccc(NC(=O)CN2C(=O)NC(C)(C3CC3)C2=O)c([N+](=O)[O-])c1 (configuration not stated)
-3.6% | Cc1cccc(OCC(=O)Nc2nc(-c3ccncc3)cs2)c1
-1.1% | NC(=O)CC(NC(=O)c1ccccc1)c1ccc(N2CCCCCC2)c([N+](=O)[O-])c1 (configuration not stated)
-4.0% | Cc1cn(CC(=O)c2ccccc2)c2ccccc12
5.7% | O=C(c1ccccc1[N+](=O)[O-])N1CCCC(C(=O)N2CCCCCC2)C1 (configuration not stated)
0.2% | CC(C)CCN(C(=O)C1=COCCO1)c1c(N)n(Cc2ccccc2)c(=O)[nH]c1=O
-13.1% | COc1ccc2c(c1)OC[C@H]1[C@H]2N2C(=O)CN(Cc3ccco3)C(=O)[C@@]2(C)[C@H]1c1ccccc1
8.3% | N#CCCN(C(=O)COC(=O)CCC(=O)c1cccs1)c1ccccc1
-10.5% | CCOC(=O)c1ccc(S(=O)(=O)N2CCC(C(=O)Nc3nnc(C)o3)CC2)cc1
? | O=C(c1ccc(Cl)cc1Cl)N1CCN(c2ccc(N3CCOCC3)nn2)CC1
-5.3% | CC(C)(C)c1ccc(OCCCC(=O)Nc2cccc(S(=O)(=O)N3CCOCC3)c2)cc1

By substructure, the compounds so far with a cyano group.
L3MBTL1 inh | canonical_smiles
27.2% | N#CCSc1ccccc1NC(=O)COC(=O)Cc1c[nH]c2ccccc12
3.0% | N#Cc1ccc(CSc2ncccn2)cc1
8.3% | N#CCCN(C(=O)COC(=O)CCC(=O)c1cccs1)c1ccccc1

The main list resumes; the four compounds before the break are reprinted first.
L3MBTL1 inh | canonical_smiles
8.3% | N#CCCN(C(=O)COC(=O)CCC(=O)c1cccs1)c1ccccc1
-10.5% | CCOC(=O)c1ccc(S(=O)(=O)N2CCC(C(=O)Nc3nnc(C)o3)CC2)cc1
? | O=C(c1ccc(Cl)cc1Cl)N1CCN(c2ccc(N3CCOCC3)nn2)CC1
-5.3% | CC(C)(C)c1ccc(OCCCC(=O)Nc2cccc(S(=O)(=O)N3CCOCC3)c2)cc1
-7.2% | COc1cc(NC(=O)C2CC(=O)N(Cc3ccco3)C2)c(OC)cc1Cl (configuration not stated)
-5.0% | O=C(Nc1cccc(S(=O)(=O)NC2=NCCC2)c1)c1ccc(C(F)(F)F)cc1
-0.1% | O=C(c1ccc(Br)cc1)N1CCCc2ccccc21
-4.0% | N#CCSc1ccccc1NC(=O)COc1ccc(-c2nnco2)cc1
-0.3% | N#CCC(=O)Nc1ccc(C(=O)OCC(=O)c2ccc3c(c2)OCO3)cc1
2.7% | CN(C)S(=O)(=O)c1cccc(NC(=O)c2ccc(N3CCCC3=O)cc2)c1
3.1% | CS(=O)(=O)Nc1ccc(C(=O)CSc2nnc(C3CC3)n2C2CC2)cc1
-0.2% | COc1ccc2c(c1)OC[C@H]1[C@@H]2N2C(=O)[C@@H](C)NC(=O)[C@@]2(C)[C@H]1c1ccccc1
6.9% | CC1CCCN(C(=O)C2CCN(S(=O)(=O)c3ccccc3)CC2)C1 (configuration not stated)
-1.5% | CCCc1cc(=O)[nH]c(SCC(=O)c2c(N)n(CC(C)C)c(=O)n(C)c2=O)n1
1.7% | COc1ccc(OC)c2sc(N(CCCN(C)C)C(=O)c3ccc(S(=O)(=O)N4CCc5ccccc5C4)cc3)nc12
5.9% | Nn1c(SCC(=O)NC2CCCCC2)nnc1-c1ccccc1F
-5.0% | CC(C)(C)OC(=O)C[C@H]1C/C=C\C[C@@H](CC(=O)N(CCO)Cc2ccccc2)C(=O)N[C@H](Cc2c[nH]c3ccccc23)COC1=O
5.4% | CC(C)(C)OC(=O)C[C@@H]1C/C=C\C[C@H](CC(=O)N[C@H](CO)Cc2ccccc2)C(=O)N2CCC[C@H]2COC1=O
-3.5% | Cc1cc(C)c2sc(N(CCCN(C)C)C(=O)c3ccc(S(=O)(=O)N(C)C4CCCCC4)cc3)nc2c1
-1.1% | CC(=O)Nc1ccc(NC(=O)C(C)OC(=O)C2CCC2)cc1 (configuration not stated)
4.4% | Cc1ccc(SCC(=O)OCC(=O)NC(C)c2ccc(F)cc2)cc1 (configuration not stated)
? | COc1cc(Cl)c(NC2=CC(=O)C(=O)c3ccccc32)c(OC)c1
20.5% | CCCCn1c(N)c(N(CCOC)C(=O)c2ccc(S(=O)(=O)N(CC)c3ccccc3)cc2)c(=O)[nH]c1=O
2.0% | CCCCOc1ccc(C(=O)NCC(=O)NNC(=O)C2COc3ccccc3O2)cc1 (configuration not stated)

(next part)
L3MBTL1 inh | canonical_smiles
-4.6% | O=C(COc1ccc(Br)cc1)Nc1ccc(N2CCOCC2)cc1N1CCOCC1
3.0% | Cc1noc(C)c1S(=O)(=O)Nc1ccc2c(c1)C(=O)N([C@H](C)CO)C[C@H](C)[C@@H](CN(C)S(=O)(=O)c1ccc(F)cc1)O2
38.4%[activator] | Cn1nc(C(=O)NNC(=O)c2ccc(Cl)cc2)ccc1=O
39.5%[activator] | Cc1cccc(C(=O)NC2CCN(S(=O)(=O)c3ccccc3F)CC2)c1
29.9% | COc1ccc(OC)c(NC(=O)c2ccc3c(c2)OCO3)c1
-4.9% | C=C[C@@H]1c2c(F)cccc2N(S(=O)(=O)c2ccc(C)cc2)[C@H](c2ccc(OC(C)=O)cc2)C1(C#N)C#N
7.5% | COc1ccc([C@H]2CC(=O)C=C(c3ccc(Cl)c(F)c3)C2)cc1
-15.5% | Cn1c(-c2cccc(Br)c2)cnc1NCc1ccccc1O
10.2% | O=C(Nc1ccc(F)c(F)c1)C1=COCCO1
-9.0% | O=C(CN1C(=O)NC(c2ccccc2)(c2ccccc2)C1=O)Nc1ccc(N2CCOCC2)cc1
-3.4% | COc1cc(C(=O)OC(C)C(=O)Nc2ccc3c(c2)OCCO3)cc(OC)c1OC (configuration not stated)
22.0% | Cc1cccc2c1-c1sc(C(=O)N3CCCCC3)cc1CO2
-2.4% | O=C(Nc1ccc(F)cc1F)c1ccc2c(c1)[nH]c(=O)n2Cc1ccc(F)cc1
8.7% | O=C(Nc1cc(S(=O)(=O)N2CCOCC2)ccc1N1CCCC1)c1cc(F)c(F)cc1Cl
1.2% | CC(C(=O)Nc1ccon1)N1C(=O)c2ccccc2S1(=O)=O (configuration not stated)
-4.4% | CSc1ncccc1C(=O)OCC(=O)Nc1ccc(N2CCOCC2)cc1
-4.0% | CCCCn1c(N)c(N(CCOC)C(=O)c2ccc(Br)s2)c(=O)[nH]c1=O
-8.3% | CCc1cc(C(=O)N2CCN(C(=O)c3ccco3)CC2)sc1C
-11.0% | Cc1cccc(CC(=O)NCCS(=O)(=O)N2CCN(c3cccc(Cl)c3)CC2)c1
-3.7% | CCOc1ccc(C(=O)NCC(=O)NNC(=O)c2cc(C)oc2C)cc1OCC

(further entries)
L3MBTL1 inh | canonical_smiles
5.4% | CCN(CC(=O)Nc1c(F)cccc1F)C(=O)c1cc([N+](=O)[O-])ccc1N1CCCCC1
-4.2% | CC1=C(C(=O)OC(C)C)C(c2ccc3c(c2)OCO3)NC(=O)N1 (configuration not stated)
-4.3% | COc1ccc(-c2csc(NC(=O)CS(=O)(=O)c3ccccc3)n2)cc1
-2.2% | Cc1ccc(OCC(=O)N(C)CC(=O)Nc2ccccc2Cl)c([N+](=O)[O-])n1
8.0% | O=C(NCCCN1CCCC1=O)C1CCN(S(=O)(=O)c2cccc(Cl)c2Cl)CC1
10.0% | CC1CCCN(C(=O)NC2CC(=O)N(c3ccc4c(c3)OCCO4)C2)C1 (configuration not stated)
-2.3% | COc1ccc(NC(=O)C(=O)Nc2cccc3ccccc23)c(OC)c1
-6.4% | CN(C)C1=NC[C@H](Cc2ccccc2)N1CCC1CCCC1
-4.6% | CC1CCN(C(=O)Cn2nnc(-c3ccc([N+](=O)[O-])cc3)n2)CC1
-2.7% | Cc1ccc(C(=O)NCC(=O)N2CCN(c3ccccc3)CC2)cc1

Ordered by formula weight (rising): some entries from above.
L3MBTL1 inh | canonical_smiles
-0.3% | N#CCC(=O)Nc1ccc(C(=O)OCC(=O)c2ccc3c(c2)OCO3)cc1
5.4% | CCN(CC(=O)Nc1c(F)cccc1F)C(=O)c1cc([N+](=O)[O-])ccc1N1CCCCC1
1.1% | CSCCC(NC(=O)c1ccccc1Cl)C(=O)NNC(=O)c1csc(N2CCOCC2)n1 (configuration not stated)
